# STEP block – STEP (human) phosphatase inhibition; AID 588621; P54829; recombinant STEP, OMFP fluorogenic substrate, fluorescence; 360,000 compounds, 0.25% hits; inhibition, % at 20 µM;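 active = inhibition at 20 µM, scaled per plate between control wells, above about 37%, limit read from the data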;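 note: 0% = DMSO with enzyme and substrate and 100% = substrate only without enzyme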
# Target sequence (P54829 whole entry, looked up): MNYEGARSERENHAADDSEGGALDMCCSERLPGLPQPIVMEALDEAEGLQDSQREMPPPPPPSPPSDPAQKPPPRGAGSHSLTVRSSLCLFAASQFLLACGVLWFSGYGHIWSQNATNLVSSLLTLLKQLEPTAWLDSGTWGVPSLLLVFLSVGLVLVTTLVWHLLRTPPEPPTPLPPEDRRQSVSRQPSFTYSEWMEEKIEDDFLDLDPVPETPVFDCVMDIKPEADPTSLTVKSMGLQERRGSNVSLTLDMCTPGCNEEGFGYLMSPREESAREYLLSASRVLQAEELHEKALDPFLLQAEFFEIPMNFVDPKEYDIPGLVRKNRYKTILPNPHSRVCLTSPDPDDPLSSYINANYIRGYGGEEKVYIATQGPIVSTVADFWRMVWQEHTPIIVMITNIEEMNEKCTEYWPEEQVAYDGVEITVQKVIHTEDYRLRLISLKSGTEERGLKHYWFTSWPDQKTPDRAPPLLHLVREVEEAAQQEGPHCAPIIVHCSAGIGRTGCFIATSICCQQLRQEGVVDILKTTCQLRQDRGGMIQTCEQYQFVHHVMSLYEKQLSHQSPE
#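 material = STEP tyrosine phosphatase | reagent = fluorogenic phosphatase substrate OMFP at 25 µM final | doses = single compound dose of 20 µM, 1% DMSO final | schedule = 20 min reaction, room temperature, in the dark | measured by = fluorescence, 480/540 nm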
# MT1-MMP act inh – inhibitors of human MT1-MMP activation; GFP/RFP ratio change, % at 20 µM; AID 651647; 360,000 compounds, 0.061% hits; HT1080 RFP-PRO-GFP cells, GFP/RFP ratio fluorescence, overnight; percent of plate control window, DMSO zero; P50281;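 active = GFP/RFP ratio change of at least 30% with cell ATP level not reduced by more than half and red fluorescence within 50% of control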; note: strong numbers were not always called active
#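 Test system: HT1080 RFP-PRO-GFP cells; Benchmarks: DMSO and RFP-L50D-GFP cell wells; Timing: cells overnight before dosing, compound overnight, 37 °C, 5% CO2; Compound: one 20 µM compound dose with 1% DMSO; Read-out: GFP/RFP fluorescence ratio.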
# SUMO1-SIM PPI – SUMO1-SIM interaction modulation | P63165 | SUMO1 binding to a labelled peptide, TR-FRET, 1 h | inhibition, % at 20 µM | 360,000 compounds, 0.33% hits | AID 602429; in the data active = inhibition above about 37%
# Target sequence (P63165 whole entry, looked up): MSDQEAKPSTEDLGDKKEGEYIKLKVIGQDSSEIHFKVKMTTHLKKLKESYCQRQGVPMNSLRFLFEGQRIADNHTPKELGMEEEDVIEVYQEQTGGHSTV
# LMPTP inh – blocks human LMPTP phosphatase | P24666 | recombinant LMPTP-A, OMFP fluorogenic substrate, fluorescence intensity | inhibition, % at 20 µM | 360,000 compounds, 0.22% hits | AID 651560;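 active = compounds that cut the enzyme signal by at least half of the control window in the single-dose screen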;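 note: plate controls were DMSO wells with enzyme plus substrate for no effect and substrate without enzyme for full effect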
# Target sequence (P24666 whole entry, looked up): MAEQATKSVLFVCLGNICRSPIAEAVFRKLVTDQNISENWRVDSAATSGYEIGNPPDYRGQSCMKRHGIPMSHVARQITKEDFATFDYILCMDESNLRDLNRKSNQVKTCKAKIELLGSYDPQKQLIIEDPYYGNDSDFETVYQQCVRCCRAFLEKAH
#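 Test system – LMPTP-A phosphatase enzyme · Quantity – 0.625 nM LMPTP-A final · Reagent – OMFP substrate, 400 µM final · Dosing – one test concentration per compound, 20 µM, with 3% DMSO overall · Timing – 50 min enzyme reaction at room temperature, protected from light · Detection – fluorescence intensity · Controls – substrate-only low control, DMSO enzyme-plus-substrate high control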
# SKN-1 block – blocks SKN-1 activity in C. elegans; C. elegans VP596 Pgst-4::GFP/RFP ratio, acrylamide-induced, 24 h; inhibition, % at 21.8 µM; 360,000 compounds, 0.49% hits; AID 624304;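 active = interference check ratio from 0.5 to 1.5 plus GFP to RFP signal ratio inhibition reaching or exceeding a fixed threshold, cut at about 30% in these data, passing the limit was not always enough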; note: some compounds called inactive have numbers as strong as hits
# NadD inh – inhibitors of Staphylococcus aureus NadD; purified NadD enzyme, colorimetric absorbance read-out; inhibition, % at 20 µM; 360,000 compounds, 0.78% hits; in the data active = inhibition above about 26%; note: some compounds past the cut are filed as inactive
# CendR NRP1 mod – alters CendR peptide binding to human NRP-1; O14786; FAM-RPARPAR peptide binding to NRP-1, fluorescence polarization; inhibition, % at 25 µM; 360,000 compounds, 0.85% hits;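 active = inhibition or corrected inhibition above about 18%, plus a signal ratio from 0.5 to 1.5, limit read from the data, passing the limit was not always enough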; note: strong numbers were not always called active
# Rpn11 inh – blocks the human proteasome subunit Rpn11; human 26S proteasome, Ub4-pepOG fluorescence polarization; 20S core pre-blocked with epoxomicin; calls only at 20 µM; 360,000 compounds, 0.59% hits; AID 588493; O00487;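 active = inhibition at 20 µM, scaled to each plate's controls, above about 33%, limit read from the data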
# DNMT1 inh – blocks human DNA methyltransferase DNMT1 | DNMT1 molecular beacon, Hinp1I cleavage, fluorescence | inhibition (reported as % activation of signal), % at 10 µM | 360,000 compounds, 0.83% hits | AID 588458; in the data active = inhibition above about 50%
# Scp-1 inhibitor – blocks human Scp-1 phosphatase activity; Recombinant Scp1, phosphopeptide, malachite green phosphate absorbance; inhibition, % at 20 µM; 340,000 compounds, 0.88% hits; AID 493091;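 active = inhibition above about 50% at 20 µM, limit read from the data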;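 note: plate controls were DMSO wells with enzyme for no effect and wells lacking enzyme for full effect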
# Target sequence (Q9GZU7 76-261 limits assumed): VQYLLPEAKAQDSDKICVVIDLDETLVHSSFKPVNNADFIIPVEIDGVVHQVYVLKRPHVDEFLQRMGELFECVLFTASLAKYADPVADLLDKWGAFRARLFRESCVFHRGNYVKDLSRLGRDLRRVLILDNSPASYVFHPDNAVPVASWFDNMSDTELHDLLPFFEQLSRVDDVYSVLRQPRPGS
#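 Assay system: SCP-1 catalytic fragment, aa 76-261 | Buffer or medium: Tris acetate buffer pH 5.5 with MgCl2 and Tween-20 | Compound: One concentration, 20 µM, with 1.0% DMSO | Also added: Phospho 17-mer peptide substrate | Signal: Absorbance at 630 nm | Incubation: 45 min enzyme reaction at room temperature | Measure: % inhibition of SCP-1 phosphate liberation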
# The depositor's hits bear a star; i = inactive; x = no result given. No enrichment for hits; any-hit rate near 3.9%.
SMILES,STEP block,MT1-MMP act inh,SUMO1-SIM PPI,LMPTP inh,SKN-1 block,NadD inh,CendR NRP1 mod,Rpn11 inh,DNMT1 inh,Scp-1 inhibitor
COc1ccccc1N1CC(C(=O)OCc2nc(N)nc(Nc3ccccc3)n2)CC1=O (stereo not drawn),2.9,-2.2,0.3,1.1,-9.1,-1.7,9.0,i,3.1,-4.3
O=C(c1cn(-c2ccccc2)nc1-c1cccnc1)N1CCCC(C(F)(F)F)C1 (stereo not drawn),-1.7,-0.8,2.1,-0.9,1.3,3.3,6.3,i,0.6,-4.0
COC(=O)c1cc([N+](=O)[O-])c(-n2ccnc2)c([N+](=O)[O-])c1,2.1,1.8,-30.4,-0.7,-8.9,6.7,-7.9,i,2.4,1.6
CCN1C(=O)[C@H]2[C@@H](c3ccc(-c4ccc(OC)cc4)c(OC)c3)N[C@@](C)(C(=O)OC)[C@H]2C1=O,-2.9,-1.4,-0.6,-0.5,-5.0,1.3,3.2,i,-1.7,-3.0
COc1ccncc1-c1csc(C(O)c2ccccc2)n1 (stereo not drawn),-0.1,-6.3,1.3,-1.1,5.8,-5.2,23.2*,i,2.7,x
O=C(Nc1ccc(Cl)cc1Cl)c1ccc2ncsc2c1,-2.5,-0.7,-5.2,0.1,10.8,-6.3,-5.0,i,-2.1,-13.1
CCOc1ccc(CNCc2ccccc2Cl)cc1,-2.7,-1.5,-1.2,-0.7,0.2,-5.1,0.1,i,-0.8,-0.7
CCOC(=O)Cc1csc(NC(=O)CCCCCN2C(=O)c3ccccc3C2=O)n1,0.8,7.1,-11.7,0.1,-2.1,-3.2,5.3,i,1.6,0.5
O=C(O)COCC(=O)N1CCCN(c2ccc(C(F)(F)F)cn2)CC1,-0.8,0.1,0.5,0.6,-4.4,-3.8,-7.4,i,4.2,-4.5
COCCn1c(=O)[nH]c2cc(C(=O)NC(C)C)ccc2c1=O,-0.7,2.5,-1.7,-0.9,20.0,-5.5,10.7,i,3.0,1.4
COc1ccccc1C1CCN(Cc2ccc3ccccc3c2)CC1,-2.5,-0.1,-7.6,-0.8,-7.8,-5.0,-4.3,i,-0.7,-2.8
COc1cc(C2/C(=C(\O)c3ccc4c(c3)CC(C)O4)C(=O)C(=O)N2c2nnc(C)s2)cc(OC)c1OC (stereo not drawn),-0.9,-3.0,-21.2,0.2,15.2,4.7,0.4,i,4.9,-3.1
CC(=O)c1cccc(CN2CCC(n3nccc3NC(=O)CCOc3ccccc3)CC2)c1,-2.5,1.2,-0.7,0.3,4.0,5.0,4.7,i,-0.9,-10.7
CN1CCN(S(=O)(=O)c2cccc(S(=O)(=O)c3ccc(Cl)cc3)c2)CC1,-1.5,-7.9,0.5,-1.6,2.3,2.4,0.8,i,0.0,0.5
O=S(=O)(NC1CCCCC1)c1ccc(N2CCOCC2)nc1,-2.6,1.8,0.6,-1.4,-8.2,-6.3,-0.5,i,3.2,-3.1
CCCCCc1ccc(S(=O)(=O)Nc2cc(C)ccn2)cc1,0.4,0.7,0.4,0.9,-11.7,-2.5,1.5,i,2.9,-7.3
CCCCCNC(=O)c1ccc2c(=O)n(CCCOCC)c(=S)[nH]c2c1,-2.0,5.8,-3.6,1.5,1.4,-0.7,-3.3,i,17.1,-11.6
COc1ccccc1-c1sc2ccccc2c1-c1ccc(C(C)=O)cc1,1.5,-2.3,3.1,2.6,-7.8,-6.0,4.6,i,-10.8,-6.5
Cc1ccccc1Nc1nc(N)nc(COC(=O)/C=C/c2ccco2)n1,0.2,-0.8,-13.3,0.7,-4.9,7.8,-18.9,i,1.5,6.4
CCCCn1c(N)c(N(CCOC)C(=O)COC(=O)CCOc2ccccc2)c(=O)[nH]c1=O,1.4,-1.8,1.3,-0.8,-2.1,-2.9,13.1,i,1.3,-3.8
CC(C)Cc1nc(N2CCN(C(=O)c3ccco3)CC2)c(C#N)c2c1CCC2,2.4,-25.7,1.0,4.6,-10.2,18.8,2.5,i,13.8,-2.2
O=C(Cn1c(COc2ccccc2)nc2ccccc21)Nc1cccc(Cl)c1,-2.7,0.9,-0.4,-1.3,12.2,3.1,-20.2,i,-1.8,0.3
COc1cc(/C=C2\SC(=Nc3cccnc3)NC2=O)cc(OC)c1OC,-3.6,-11.5,-6.3,-0.6,6.1,3.4,-79.5,i,-5.7,10.0
Cc1cccc(NC(=O)c2cccc(N3C(=O)CCC3=O)c2)c1,-2.1,0.5,3.5,-0.7,-0.1,-2.0,-1.3,i,-0.6,-6.9
O=C1C2CCCCN2C(=O)N1CCCCN1CCN(c2ccccc2Oc2ccccc2)CC1 (stereo not drawn),-0.6,-1.2,3.7,-3.2,-14.0,-6.8,3.8,i,-5.8,-6.2
c1cncc(-c2nn[nH]n2)c1,0.2,-0.7,6.0,-0.1,12.0,7.1,-0.9,i,3.0,-3.4
Cn1cc(CN2CCC(n3nccc3NC(=O)Cc3ccccc3)CC2)cn1,-1.0,0.1,1.7,0.6,4.8,-7.4,16.6,i,0.6,-12.6
CC(=O)c1ccc(Sc2ccccc2N)c([N+](=O)[O-])c1,1.0,-3.6,-37.1,0.2,5.0,2.4,9.5,i,-4.0,-11.4
OC(CN1CCc2ccccc2C1)c1ccccc1 (stereo not drawn),0.2,-1.9,-4.5,1.3,3.2,0.5,11.5,i,0.1,-3.0
COc1cccc(/C(O)=C2/C(=O)C(=O)N(CCN(C)C)C2c2ccccn2)c1 (stereo not drawn),1.7,-6.8,-2.3,-11.0,26.8,0.2,-3.3,i,-1.6,-12.1
COc1cc(OC)cc(C(=O)NNC(=O)Cc2cccs2)c1,0.3,-7.0,2.2,1.7,2.2,10.7,5.2,i,7.7,-0.1
COC(=O)[C@H](Cc1ccc(O)cc1)NC(=O)Cn1ccc(NC(=O)OCc2ccccc2)nc1=O,-3.1,1.4,0.3,-0.6,-8.6,-0.7,-0.9,i,9.5,-5.9
CSC[C@H]1CN(c2ccccc2)C(=O)[C@@H]1CC(=O)Nc1ccc(Br)cc1,-3.0,6.0,2.6,-0.1,-5.3,3.5,2.1,i,-1.4,x
N#Cc1cc2c(=O)n3ccccc3nc2n(Cc2ccco2)c1=NC(=O)c1ccco1,3.9,-8.9,18.3,3.4,6.9,10.5,-39.1,i,26.8,13.6
Cc1cc(C)c2cc(C#N)c(NCCCNC(=O)c3ccncc3)nc2c1,0.9,2.4,-1.5,-1.5,10.2,0.8,-15.3,i,4.6,x
O=C(Nc1nccs1)C(=O)c1c[nH]c2ccccc12,-0.6,-5.1,-17.0,0.1,10.7,0.1,0.1,i,-5.9,-3.3
Cc1sc2nc(CN3CCOCC3)[nH]c(=S)c2c1C,2.9,9.9,-2.2,-1.7,4.7,1.7,10.4,i,-5.0,-6.1
CC(C)(C)OC(=O)CNC(=O)c1nc[nH]c1C(=O)N1CCNCC1,-4.0,2.9,3.2,-3.5,14.4,-0.2,8.5,i,6.5,-0.2
CCOc1ccc(NC(=O)CSc2nnc(C)n2C2CC2)cc1S(=O)(=O)N1CCCC1,-2.6,-10.0,-0.3,-1.4,15.6,-3.0,-12.7,i,-2.0,-4.7
Cc1oc(C(C)(C)C)cc1C(=O)N1CCN(c2ncccc2C(F)(F)F)CC1,2.1,-6.0,0.0,1.2,-8.2,-10.4,10.5,i,-0.8,-3.8
COc1ccc2nc(SC(C)C(=O)NC3(C#N)CCCCC3)[nH]c2c1 (stereo not drawn),-4.0,2.9,-0.1,-0.3,1.0,-1.1,-7.0,i,1.2,-5.0
COCCNC(=O)C1(C)CCCN(Cc2cc(C)ccc2C)C1 (stereo not drawn),-0.1,1.6,-2.5,0.9,5.4,2.2,-9.2,i,1.8,x
COc1cc(CCC(=O)Nc2ccc(S(=O)(=O)N3CCCC3)cc2)cc(OC)c1OC,2.9,7.7,7.6,0.4,8.3,1.8,8.7,i,0.1,-4.9
COCC1CCN(C(=O)c2ccc3oc(CCCc4ccccc4)nc3c2)C1 (stereo not drawn),-2.3,-0.3,-1.7,0.0,9.0,-1.7,-8.4,i,0.6,-11.7
CCOc1c(Br)cc(C2CC(=O)Nc3cc(OC)c(OC)cc32)cc1OC (stereo not drawn),-0.4,2.8,2.4,-2.8,-0.5,-5.7,-7.8,i,-6.1,-6.0
Cc1c(C(=O)O)oc2ccc(S(=O)(=O)N3CC(C)CC(C)C3)cc12 (stereo not drawn),-0.2,-2.4,-1.6,-0.6,-15.6,7.6,0.2,i,-2.2,-2.0
CC1CCN(C(=O)c2ccc(S(=O)(=O)N3CCCC3)cc2)CC1,-1.0,-2.2,37.2,-0.5,-2.9,2.9,3.4,i,0.0,-3.4
CCCCC(Br)C(=O)Nc1ccc(S(=O)(=O)Nc2cc(C)nc(C)n2)cc1 (stereo not drawn),-1.4,-7.0,1.7,-1.0,13.7,4.8,-3.0,i,-0.8,-7.1
Cc1ccccc1-c1nc2cc(Cl)ccc2c(=O)o1,3.6,-1.5,5.1,-1.4,24.0,-8.4,0.4,i,-6.0,-7.1
COCCN1CCCC(CNCc2cn(C)nc2-c2ccc(Oc3ccccc3)cc2)C1 (stereo not drawn),3.2,7.9,4.2,-2.7,-0.2,-9.4,4.7,i,-2.2,-0.7
COc1ccc(NC(=O)c2ccccc2N(Cc2ccccc2)S(C)(=O)=O)cc1,-2.0,0.1,-2.0,0.4,4.8,1.1,1.2,i,-2.5,-12.5
C[C@H](NC(=O)Cc1cccc2ccccc12)C(=O)N1CCOCC1,-0.9,1.4,1.6,-2.3,12.2,0.9,16.1,i,0.2,-6.8
CN(C(=O)C(C)(C)C)[C@H]1C[C@H]2c3[nH]c4ccccc4c3CCN2C(=O)[C@H]1CO,0.7,-7.1,-16.3,0.2,10.8,6.7,6.6,i,-3.0,x
Cc1cc(=O)n2nc(N3CCCC(C(=O)NCc4ccccc4C)C3)sc2n1 (stereo not drawn),1.7,-0.8,2.6,-0.5,2.3,2.4,-7.7,i,2.2,-9.2

# Some of the entries so far, with two lines to a compound.
# Results follow in this order: STEP block	MT1-MMP act inh	SUMO1-SIM PPI	LMPTP inh	SKN-1 block	NadD inh	CendR NRP1 mod	Rpn11 inh	DNMT1 inh	Scp-1 inhibitor
> Cc1ccccc1-c1nc2cc(Cl)ccc2c(=O)o1
  3.6	-1.5	5.1	-1.4	24.0	-8.4	0.4	i	-6.0	-7.1
> COCCN1CCCC(CNCc2cn(C)nc2-c2ccc(Oc3ccccc3)cc2)C1 (stereo not drawn)
  3.2	7.9	4.2	-2.7	-0.2	-9.4	4.7	i	-2.2	-0.7
> CN(C(=O)C(C)(C)C)[C@H]1C[C@H]2c3[nH]c4ccccc4c3CCN2C(=O)[C@H]1CO
  0.7	-7.1	-16.3	0.2	10.8	6.7	6.6	i	-3.0	x
